Assay outcomes: PubChem, Broad Institute
INS-1E GSIS act: GLuc luminescence reporter in INS-1E cells, primary screen for activators of glucose-dependent secretion of insulin; INS-1E GLuc reporter insulin secretion, 2-3 h; actives 0.61% (n = 370,000); AID 743287; activation, % at 16.6 µM;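 active = lowest replicate activation of at least 40%, so every replicate reaches that level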;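 note: 0% = median of neutral control wells and 100% = median of IBMX positive control wells; some compounds called inactive have numbers as strong as hits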
ARNT-TACC3 inh: disrupts binding between human ARNT and TACC3; Q9Y6A5; AlphaScreen His-ARNT PAS-B/GST-TACC3 binding, luminescence; TACC3 fragment carries E629A point mutation; inhibition, % at 9.99 µM; actives 0.66% (n = 390,000); AID 623870;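 active = mean inhibition of replicates at least 50% and at least half of replicates each reaching 50%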;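 note: 0% = complete ARNT plus TACC3 wells and 100% = ARNT alone without TACC3; many hits fall short of the cut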
Xi reactivation: activators of X-chromosome reactivation in mouse fibroblasts. AID 743238. actives 0.055% (n = 360,000). XiGFP mouse fibroblasts, % GFP-positive cells imaging, 3 d; cells co-treated with 5-aza-dC sensitizer; scaled so ellipticine positive control = 100%. activation, % at 7.58 µM;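 active = mean normalized replicate activation at least 10% and every replicate at or above 10%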;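 note: 0% = median of on-plate neutral control wells and 100% = ellipticine 6 µM median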
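System: SV40-immortalized XiGFP fibroblast cells, line 68-5-11 / Incubation: 3-day compound exposure, then 15 min fixation at room temperature / Compound: single concentration per compound, delivered by pin transfer / Buffer or medium: DMEM plus 5-aza-dC sensitizer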
RAD54 branch: inhibitors of human RAD54 branch migration | AID 602329 | actives 0.14% (n = 360,000) | inhibition, % at 10.4 µM | RAD54 Holliday junction branch migration, FAM/BHQ fluorescence | Q92698;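 active = mean normalized replicate activity at least 40 and at least half of replicates scoring 40 or more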;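 note: 0% = median of neutral control wells and 100% = median of positive control wells; inhibitors cause a drop in the FAM fluorescence signal; in these data hits start at about 50%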
esBAF inh: SWI/SNF esBAF complex inhibition; mouse ES cells, Bmi1-luciferase knock-in reporter, 24 h; 100% = twice the neutral-well signal; actives 2% (n = 350,000); reporter increase, % at 12.5 µM; in the data active = activation above about 40%;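 note: 0% = median of the plate's neutral control wells and 100% = double that signal; a rise in the Bmi1 reporter signal indicates esBAF inhibition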
RAD52 inh: inhibitors of human RAD52 DNA annealing | inhibition, % at 18.7 µM | recombinant RAD52 DNA annealing, FRET fluorescence | actives 0.46% (n = 360,000);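 active = every replicate showing at least 50% inhibition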
Target sequence (P43351 whole entry, looked up): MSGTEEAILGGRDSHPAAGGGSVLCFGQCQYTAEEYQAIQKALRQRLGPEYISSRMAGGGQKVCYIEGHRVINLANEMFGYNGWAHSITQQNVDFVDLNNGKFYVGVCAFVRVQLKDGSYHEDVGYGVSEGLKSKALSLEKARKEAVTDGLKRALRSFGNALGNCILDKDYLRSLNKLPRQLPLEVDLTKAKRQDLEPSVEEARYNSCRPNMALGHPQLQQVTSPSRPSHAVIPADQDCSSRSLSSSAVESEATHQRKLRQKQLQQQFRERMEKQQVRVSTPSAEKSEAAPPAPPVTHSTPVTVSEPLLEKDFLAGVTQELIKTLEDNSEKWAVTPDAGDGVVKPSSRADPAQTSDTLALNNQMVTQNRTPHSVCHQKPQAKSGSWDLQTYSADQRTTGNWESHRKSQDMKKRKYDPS
F508del corr: CFTR F508del correction in bronchial cells; CFBE cells, YFP halide quenching; stimulated with forskolin plus potentiator P3; % fluorescence drop versus neutral controls; actives 0.36% (n = 350,000); activity (quench increase), % at 7.58 µM; AID 720511;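 active = mean added fluorescence quench of at least 8% versus neutral control, with both replicates also reaching 8%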;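 note: cells transiently co-express mutant CFTR-F508del with the halide-sensitive YFP; corrector assay measuring rescue of mutant channel to the surface after 24 h compound exposure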
ERAP1 HTS inh: ERAP1 (human) enzyme inhibition. Q9NZ08. actives 0.15% (n = 340,000). inhibition, % at 10.7 µM. recombinant ERAP1, Leu-AMC fluorescence, 60 min;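 active = mean replicate inhibition of at least 30%, or all replicates individually reaching that 30% level; inactive = mean below 30% and not every replicate reaching it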;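 note: 0% = neutral control wells and 100% = L-leucinethiol positive control wells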
* marks the source's active call; other numbers are inactive results; x = no result given; & = joins results of further samples. The order is random; about 3.3% have a hit in one of these screens.

SMILES	INS-1E GSIS act	ARNT-TACC3 inh	Xi reactivation	RAD54 branch	esBAF inh	RAD52 inh	F508del corr	ERAP1 HTS inh
COc1ccc(OCCCC(=O)ON=C(N)c2ccccc2C)cc1	10	-24	-0.3	-5	1	-8	-4.7	0
C[C@H](CO)N1C[C@H](C)[C@H](CN(C)C)Oc2ccc(N(C)C)cc2CC1=O	6	5	0.0	-2	2	4	-3.5	-2
CO[C@@H]1CN(C)C(=O)c2cc(NC(=O)Nc3cc(F)ccc3F)ccc2OC[C@H](C)N(C(=O)c2ccccn2)C[C@H]1C	-11	x	0.2	-3	3	8	-1.6	x
CCCCN(C)c1c(C)nc2ccc(C(=O)NCc3ccc4c(c3)OCO4)cn12	-37	x	0.2	-10	-3	21	-0.8	4
COCCNC(=O)CCc1c(C)nc2c(c(C)nn2-c2ccc(C)c(C)c2)c1C	2	1	0.1	-3	-9	-12	-3.5	0
CCN1CCC(NC(=O)Nc2cccc(C(F)(F)F)c2)CC1	-5	x	0.0	x	x	-21	-0.9	7
C[C@@H]1CN([C@@H](C)CO)C(=O)c2cc(NS(C)(=O)=O)ccc2O[C@H]1CN(C)Cc1ccncc1	-2	-2	0.0	-5	0	13	-0.1	1
COc1ccc(CN(C)C[C@@H]2Oc3ccc(NC(=O)Cc4cn(C)c5ccccc45)cc3C(=O)N([C@H](C)CO)C[C@@H]2C)cc1	-11	10	0.1	-2	-1	12	5.2	-1
O=C1N(CCS(=O)(=O)c2ccccc2)Cc2ccccc2C[C@]12N=C(c1ccc(OCCCO)cc1)O[C@@H]2c1ccccc1	x	-23	x	1	x	8	-2.3	-3
Cc1cc(=O)[nH]c(SCC(=O)Nc2ccnc3ccccc23)n1	-6	-1	0.3	x	x	-20	-0.5	5
C[C@H](CO)N1C[C@H](C)[C@@H](CN(C)CC2CC2)Oc2c(NC(=O)c3ccncc3)cccc2C1=O	15	2	0.1	-2	-1	-8	0.9	0
CCOc1ccc(Nc2ccc3nonc3c2[N+](=O)[O-])cc1	2	-4	0.3	8	2	-13	0.7	3
Cc1ccc(S(=O)(=O)NCC(NCc2ccc(F)cc2)c2ccccc2)cc1 (stereo not given)	-24	2	0.3	0	2	-11	1.5	0
CN1CC(=O)N(CC(=O)Nc2cc(Cl)cc(Cl)c2)C1=O	-5	-1	0.2	x	x	-9	-0.7	x
Cn1c2ccccc2c(=O)c2c(O)cccc21	-10	-2	0.0	x	x	13	2.2	6
CO[C@H]1CN(C)C(=O)c2cc(NS(C)(=O)=O)ccc2OC[C@H](C)N(C(=O)CC2CC2)C[C@@H]1C	8	-6	-0.1	-7	0	2	0.8	-2
O=[N+]([O-])c1cccnc1SCc1ccccc1	24	3	0.0	17	5	5	-1.5	1
COc1ccc(N2CCN(C(=S)Nc3cccc(C)c3C)CC2)cc1	6	0	x	3	0	-15	0.3	3
C[C@@H]1CN([C@@H](C)CO)C(=O)c2cc(NC(=O)Nc3ccc(F)cc3)ccc2O[C@H]1CN(C)Cc1ccccc1	3	-4	0.0	2	0	19	2.8	-3
Cc1ccc(NC(=S)N(Cc2cccs2)Cc2cc3cc(C)cc(C)c3[nH]c2=O)cc1	-1	-5	-0.1	x	x	-5	x	10
CC(C)C[C@H](NC(=O)C1CCN(S(=O)(=O)c2ccccc2)CC1)C(=O)NCc1ccccn1	-3	5	0.0	5	-1	7	0.1	2
CC(C)NC(=S)Nc1c(N)[nH]c(=O)[nH]c1=O	23	-5	-0.1	3	0	-16	1.2	1
COC(=O)[C@H]1C[C@H]1[C@@H](NC(=O)c1cccnc1)c1ccccc1	19	4	-0.1	7	1	-1	-1.1	0
Cc1ccc(N2CCN(S(=O)(=O)c3ccc4c(c3)NC(=O)C(C)C(=O)N4)CC2C)cc1 (stereo not given)	x	0	-0.2	5	7	3	1.3	-2
C[C@H]1CN([C@@H](C)CO)C(=O)c2cc(-c3cccc(F)c3)cnc2O[C@@H]1CN(C)C(=O)Nc1ccccc1F	-5	-5	-0.8	3	-1	8	0.5	1
C=CCN=C1NC(c2cccc(Cl)c2)C(C(=O)OC)=C(C)N1Cc1cccc(C(F)(F)F)c1 (stereo not given)	x	x	-0.2	x	x	-34	-1.3	-4
CC1=C(C#N)C(/C=N/OCc2ccc(F)cc2Cl)CC(=O)N1 (stereo not given)	-5	-4	0.0	x	x	-37	-0.1	-1
COCn1ccnc1C(O)(c1ccc(OC)cc1)c1ccc(OC)cc1	-2	3	0.1	-8	x	x	x	x
CC1(C)Cc2nc3nc(SCC(=O)Nc4ccccc4)nc(N)c3cc2CO1	-4	5	0.3	x	x	2	0.7	1
CCn1c2ccccc2c2cc(NC(=O)c3cccc(OC)c3OC)ccc21	18	-7	0.0	x	x	-45	-1.5	5
Cc1ccc(S(=O)(=O)NCC(=O)OCC(=O)N2CC(C)OC(C)C2)cc1 (stereo not given)	3	x	-0.1	-9	-4	-3	-0.5	-3
CCc1nc2ccc(C(=O)N(C)CC(=O)Nc3ccc(Cl)c(C(F)(F)F)c3)cc2nc1CC	-56	-7	0.7	5	-9	-35	0.5	-3
COc1ccccc1-c1ccc2c(c1)O[C@@H](CN(C)C(=O)Nc1cccc(F)c1)[C@H](C)CN([C@H](C)CO)S2(=O)=O	-46&-26	2&9	-0.2&0.5	3&-8&4	-3&-1&0	-6&24&9	1.8&-0.7&-0.6	-1&1&-2
NC(=O)C1CCN(c2oc(-c3cccs3)nc2S(=O)(=O)c2ccc(Cl)cc2)CC1	-2	x	-0.1	-15	-4	-12	-0.1	0
CC1CCN(CC(O)COc2ccc(C(=O)c3ccccc3)cc2)CC1 (stereo not given)	-14	9	0.0	8	-5	-24	2.0	-4
CC1(C)CC(=O)C(N=Nc2ccc(S(=O)(=O)N3CCOCC3)cc2)=C(O)C1	2	-11	-0.2	-1	-6	-10	-5.6	-1
Cc1ccc2nc(N3CCN(C(=O)c4ccco4)CC3)c3nncn3c2c1	4	15	-0.1	-2	28	-10	-0.2	0
COc1ccc(N2CCN(c3oc(Cc4cccc5ccccc45)nc3C#N)CC2)cc1	-29	5	x	-5	-5	x	x	x
CCOc1ccc(Nc2nc(Cc3nnc(SCC(=O)O)o3)cs2)cc1	-2	8	x	-5	3	x	x	x
Cc1ccc(N(CC(=O)N2CCN(Cc3ccccc3)CC2)S(C)(=O)=O)cc1C	-8	7	-0.1	-6	-2	-20	1.9	-1
COc1ccc(Cc2nnc(SCC(=O)Nc3ccc(C)cc3C)[nH]c2=O)cc1	20	20	0.2	x	-2	-12	-0.3	0
O=C1CCN(Cc2ccc(Cl)cc2Cl)C(=O)N1	38	-5	0.4	12	-7	-13	0.0	0
CNc1ccc2ncc(-c3ccccc3NC(C)=O)n2n1	17	x	-0.1	-1	-13	-7	0.9	-1
CC(C)[C@H](NC(=O)c1cccc(CN(Cc2ccccc2)C(=O)c2ccccc2)c1)C(=O)O	x	5	0.0	x	-1	-5	0.1	4
COc1cccc(-n2nc(C(=O)N3CCN(Cc4ccccc4)CC3)c3ccccc3c2=O)c1	-3	0	-0.1	x	x	-1	x	17
CCOC(=O)[C@]12CCCC=C1N(Cc1ccco1)C(=O)[C@H](CC(=O)NCc1cccc(C(F)(F)F)c1)C2	-28	x	0.1	x	x	-20	0.4	x
CS(=O)(=O)c1ccc(CNC(=O)[C@]2(C(F)(F)F)C[C@H](CCc3ccccc3)CCCO2)cc1	x	x	0.0	-1	5	-7	-3.5	-1
COc1ccc(N2CCN(C(=O)NCc3cccc(OC)c3)CC2)cc1	-2	-2	0.3	-6	-4	-12	2.5	2
C[C@H](CO)N1C[C@H](C)[C@@H](CN(C)C(=O)Nc2ccc3c(c2)OCO3)Oc2ccc(NS(C)(=O)=O)cc2C1=O	6	9	0.0	0	-2	6	-3.4	1
CCOc1ccc(S(=O)(=O)N2CCN(C(=O)c3cc([N+](=O)[O-])ccc3N3CCOCC3)CC2)cc1	-2	4	0.1	-3	-1	-8	-1.3	-2
COc1ccccc1-n1c(SCC(=O)Nc2ccccc2C)nc(O)cc1=O	23	2	x	3	-6	x	x	x
C=CCn1c(O)c2ccc(C(=O)N=NC(=O)COc3ccc(OC)cc3)cc2c1O	17	-3	-0.2	10	x	8	1.0	-3
CC(C)(C)OC(=O)C[C@H]1C/C=C\C[C@H](CC(=O)N[C@H](CO)Cc2ccccc2)C(=O)N[C@H](C(C)(C)C)COC1=O	x	2	0.3	14	-3	-19	-1.6	0
Cc1cccc(Nc2cc(=O)n(C)c(=O)n2C)c1	8	x	0.0	2	-5	-21	-1.4	3
C[C@@H]1CN([C@H](C)CO)C(=O)c2cc(NS(C)(=O)=O)ccc2O[C@H]1CN(C)S(=O)(=O)c1ccccc1	16	x	0.1	x	4	x	1.6	x
CC1(NC(=O)C2CCN(C(=O)Nc3ccccc3)CC2)CCS(=O)(=O)C1 (stereo not given)	1	-9	0.1	1	10	-8	-1.5	3
N#Cc1c(-c2ccccc2)nc(SCC(=O)Nc2ccc(OC(F)(F)Cl)cc2)[nH]c1=O	-33	-9	0.0	-1	2	-8	-2.2	-1
CCOCCCNC(=O)c1cc(Sc2nnc(C)s2)nc2ccccc12	17	2	-0.1	9	-1	-19	-1.5	-2
CO[C@@H]1CN(C)C(=O)c2ccc(NC(C)=O)cc2OC[C@@H](C)N(Cc2cc(-c3ccccc3)on2)C[C@H]1C	-10	-5	-0.6	-6	4	-7	0.8	0
C[C@@H]1CN([C@@H](C)CO)C(=O)c2cc(C#CC3CCCCC3)cnc2O[C@@H]1CN(C)S(C)(=O)=O	-3	1	-0.9	-1	10	-8	-3.4	-1
Next entries
SMILES	INS-1E GSIS act	ARNT-TACC3 inh	Xi reactivation	RAD54 branch	esBAF inh	RAD52 inh	F508del corr	ERAP1 HTS inh
CCSc1nc(O)c(C2OC(=O)c3c2ccc(OC)c3OC)c(=O)n1-c1ccccc1 (stereo not given)	-9	-3	x	-2	-11	x	x	x
COC(=O)C1=C(C)N(Cc2ccccc2C(F)(F)F)C(=NCc2ccc3c(c2)OCO3)NC1c1ccc(Cl)cc1 (stereo not given)	28	x	0.1	x	x	-8	-2.9	0
O=C(CSc1ccc(-c2ccncc2)nn1)N1CCCCC1	-13	-2	-0.2	x	x	-3	0.3	0
O=C(COC(=O)c1cc([N+](=O)[O-])ccc1N1CCOCC1)NC1CCS(=O)(=O)C1 (stereo not given)	13	0	0.0	15	x	2	0.1	6
CC(=O)N(C)C[C@@H]1Oc2ncc(C#CCc3ccccc3)cc2C(=O)N([C@H](C)CO)C[C@@H]1C	10	9	0.8	2	0	1	-0.2	-2
Cc1cc(NC(=O)C(C)SCC(=O)N(C)Cc2c(F)cccc2Cl)no1 (stereo not given)	3	4	0.0	2	2	-1	0.7	-1
O=C(Nc1ccc(C2=NCCN2)cc1)c1ccc(C(=O)Nc2ccc(C3=NCCN3)cc2)c([N+](=O)[O-])c1	29	x	-0.1	x	x	104*	0.0	2
Cc1ccc(C(=O)c2cccc(N)c2)cc1C	13	1	0.0	3	-49	-25	x	1
CCCn1c(SCC(=O)NC2CCCCC2)nnc1C1CC1	8	-2	0.2	-4	-1	-24	-2.6	1
Cc1cccc(S(=O)(=O)N2CCCCN3[C@H](CO)[C@H](c4ccc(C#C[C@@H](C)O)cc4)[C@H]3C2)c1	1	2	0.1	-2	4	-14	0.6	0
O=C(CNC(=S)NC(=O)c1cccc([N+](=O)[O-])c1)c1ccccc1	11	x	0.2	x	x	-6	2.7	6
